Bioassay records from PubChem.
SMARCA2 activ: SMARCA2 (BRM) function activators, primary screen, cell-based, luminescence, high throughput; MG213 cells, MMTV-luciferase reporter, dexamethasone, overnight; activation, % at 9.1 µM; 1% of 370,000 active; in the data active = activation above about 7.8%;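 note: 0% = vehicle wells and 100% = reference activator wells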
ssDAF12 agonist: S. stercoralis DAF-12 nuclear receptor activators, primary screen, cell-based, luminescence, HEK293, GRIP1 co-expression, lit1-tk-luc | 1% of 370,000 active | activation, % at 6.8 µM | HEK293 ssDAF-12/GRIP1 lit1-tk-luc reporter; % of 3 µM dafachronic acid response;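 active = activation above the mean over all tested compounds plus 3 SD, cut at about 0.9% in these data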;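 note: 0% = DMSO-only wells and 100% = 3 µM delta7-dafachronic acid wells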
DAX1 inh-1: DAX1 (NR0B1) inhibitors on StAR promoter, primary screen, cell-based, luminescence, SF-1 (NR5A1), full-length DAX-1. HEK293T StAR-luciferase reporter, SF-1/DAX-1 repression relief. inhibition, % at 6.8 µM. 1.1% of 370,000 active. AID 652010, 2013;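 active = inhibition above the mean over all tested compounds plus 3 SD, cut at about 3.6% in these data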;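 note: 0% = DAX-1 cells with DMSO and 100% = cells lacking DAX-1 with DMSO; higher inhibition means more luminescence from relief of DAX-1 repression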
hcDAF-12 act: H. contortus DAF-12 nuclear receptor activators, primary screen, cell-based, luminescence, HEK293, lit1-tk-luc reporter; 1.4% of 370,000 active; activation, % at 6.8 µM; HEK293 hcDAF-12 lit1-tk-luc reporter; 0% DMSO, 100% Δ7-dafachronic acid;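 active = activation above the mean of all tested compounds plus 3 SD, cut at about 5.5% in these data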;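 note: 100% = response to 3 µM Δ7-dafachronic acid high control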
MBD2 inh: inhibitors of MBD2 binding to methylated DNA, primary screen, biochemical, TR-FRET, DNA-binding domain, human; Methyl-CpG-binding domain protein 2 (Homo sapiens), Q9UBB5; MBD2 binding to methylated oligonucleotide; inhibition, % at 4.4 µM; 0.31% of 370,000 active; in the data active = inhibition above about 13%
Target sequence (Q9UBB5 whole entry, looked up, the tested form may be a part): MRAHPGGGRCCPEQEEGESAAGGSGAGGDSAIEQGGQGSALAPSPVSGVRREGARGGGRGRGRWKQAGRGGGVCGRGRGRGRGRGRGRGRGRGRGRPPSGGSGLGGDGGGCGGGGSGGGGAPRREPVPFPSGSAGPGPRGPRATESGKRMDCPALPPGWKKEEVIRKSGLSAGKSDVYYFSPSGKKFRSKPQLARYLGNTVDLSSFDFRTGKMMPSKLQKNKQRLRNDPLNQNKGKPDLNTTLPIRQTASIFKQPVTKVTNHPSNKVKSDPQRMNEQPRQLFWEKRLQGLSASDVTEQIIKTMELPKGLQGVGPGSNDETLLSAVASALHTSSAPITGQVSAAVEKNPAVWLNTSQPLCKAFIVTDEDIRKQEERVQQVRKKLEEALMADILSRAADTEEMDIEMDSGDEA
hgDAF-12 ag: H. glycines DAF-12 receptor agonists, primary screen, cell-based, luminescence, HEK293, GAL4 fusion, UAS-luciferase. Nuclear hormone receptor DAF-12 (Heterodera glycines), GAL4 fusion. 1.8% of 370,000 active. activation, % at 6.8 µM. HEK293 GAL4-hgDAF12 UAS-luciferase reporter, agonist luminescence; normalized to butyrate control;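 active = activation above a cutoff set at the mean of all screened compounds plus 3 SD, cut at about 10% in these data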;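 note: 0% = DMSO wells and 100% = sodium butyrate wells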
DAX1 inh-2: DAX1 (NR0B1) inhibitors, primary screen, cell-based, HEK293, Gal4-DAX1, luciferase luminescence. 0.99% of 340,000 active. Nuclear receptor subfamily 0 group B member 1 (Homo sapiens), P51843. inhibition, % at 6.75 µM. AID 504766, 2011. HEK293 Gal4-DAX1 luciferase reporter;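 active = inhibition above the mean over all tested compounds plus 3 SD, cut at about 4.2% in these data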;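 note: 0% = DAX1-transfected cells with DMSO and 100% = empty-vector control cells with DMSO; inhibition shows as a rise in luminescence from relieved DAX1 repression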
Target sequence (P51843 207-470 limits assumed): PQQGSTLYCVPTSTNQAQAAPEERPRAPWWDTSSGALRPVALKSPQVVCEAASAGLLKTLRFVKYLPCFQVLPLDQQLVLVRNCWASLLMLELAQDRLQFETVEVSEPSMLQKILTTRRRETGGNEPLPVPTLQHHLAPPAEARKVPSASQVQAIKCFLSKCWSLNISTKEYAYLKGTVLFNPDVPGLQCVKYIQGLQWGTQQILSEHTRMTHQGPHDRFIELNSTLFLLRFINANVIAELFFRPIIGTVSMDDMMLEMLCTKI
NR1D1 modulator: modulators of Rev-erb alpha DNA binding, primary screen, biochemical, FITC-DNA, fluorescence polarization, uHTS. 0.79% of 370,000 active. Rev-erbα–FITC-DNA binding, 90 min. activity, % at 10 µM. AID 1259318, 2017;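 active = activity above about 14%, limit read from the data; passing the limit was not always enough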;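 note: 0% = DMSO wells with 35 nM protein and 100% = DMSO wells with 750 nM protein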
PLC-beta3 inh: human PLC-beta3 inhibitors, primary screen, biochemical, fluorescence; 1-phosphatidylinositol 4,5-bisphosphate phosphodiesterase beta-3 (Homo sapiens), Q01970; Purified PLC-beta3, fluorogenic substrate; inhibition, % at 12.2 µM; 0.18% of 370,000 active; in the data active = inhibition above about 11%;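 note: 0% = median of compound wells on plate and 100% = full blocker control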
PLCg1 inh: PLC-gamma1 enzyme inhibitors, primary screen, biochemical, fluorescence, purified enzyme; fluorogenic substrate; inhibition, % at 12.2 µM; 0.84% of 370,000 active; in the data active = inhibition above about 9.5%
ADAM17 inh: ADAM17 inhibitors, primary screen, biochemical, QFRET; 0.83% of 370,000 active; Disintegrin and metalloproteinase domain-containing protein 17 (Homo sapiens), P78536; inhibition, % at 6.95 µM; recombinant ADAM17, EDANS/DABCYL FRET peptide cleavage;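 active = inhibition above the mean of compounds lying between control limits plus 3 SD, set per campaign, cut at about 8.5% in these data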;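 note: 0% = DMSO-only wells as the low control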
Starred values were filed as active, the others as inactive; · = not tested or not shown.

SMILES | SMARCA2 activ | ssDAF12 agonist | DAX1 inh-1 | hcDAF-12 act | MBD2 inh | hgDAF-12 ag | DAX1 inh-2 | NR1D1 modulator | PLC-beta3 inh | PLCg1 inh | ADAM17 inh
CCOC(=O)Cn1c(C(C)=O)nc2ccccc21 | 2 | -0.7 | 1.4 | -0.7 | -6 | 1.1 | -0.3 | 6 | -15 | -11 | -15
COc1ccccc1Nc1ccc(S(=O)(=O)N2CCCCC2)cc1[N+](=O)[O-] | -4 | -1.3 | -0.8 | -1.4 | 0 | 1.9 | -1.2 | 1 | -2 | -1 | -2
COc1cc(S(=O)(=O)n2ccc(C)n2)c(OC)cc1Cl | 5 | -1.2 | -0.2 | -1.7 | 3 | 1.1 | -1.0 | 2 | -5 | 3 | 2
CCCCn1c(SCC(=O)Nc2ccc3c(c2)CCC3)nc2ccccc2c1=O | 0 | -1.0 | -0.1 | -0.3 | -4 | 1.6 | -1.5 | 13 | 2 | 0 | 1
Cc1ccccc1NC(=O)CN1C(=O)S/C(=C/c2cccnc2)C1=O | 0 | -1.1 | 1.1 | -0.4 | 3 | -0.7 | 0.8 | 7 | -3 | -12 | -2
COc1ccccc1C(=O)N1CCN(C(=O)c2oc3ccc(C)cc3c2C)CC1 | -3 | 0.1 | -0.4 | 0.8 | -3 | -1.8 | -0.1 | 5 | 0 | 6 | -4
O=C(NCc1ccccc1Cl)c1ccc(CSc2nc3ccncc3[nH]2)cc1 | -2 | -1.4 | -1.0 | -2.8 | 2 | -1.8 | -1.1 | 0 | -3 | 5 | 1
CC(C)(C)N1C(=O)c2ccccc2NC(=O)C1C(=O)NCCOc1ccccc1 (stereo not given) | -1 | -1.1 | 1.1 | -2.1 | -2 | 0.5 | · | -4 | -2 | -2 | 0
CCOC(=O)N1CCN(C(=O)c2ccc(CS(=O)Cc3ccccc3Cl)o2)CC1 (stereo not given) | -1 | -1.1 | -0.2 | -1.4 | 4 | -0.3 | 0.9 | 10 | -6 | 9.9* | 4
CCN(CC)C(=O)c1ccc2c(=O)n(CCOC)c(=S)[nH]c2c1 | -2 | -1.8 | -0.2 | -1.5 | -4 | -2.0 | -0.5 | 0 | 0 | 0 | -3
COc1ccc(NCc2nnc(SCC(=O)Nc3cc(C(F)(F)F)ccc3Cl)o2)cc1 | 1 | -0.2 | 0.7 | 0.7 | 4 | -0.5 | -1.2 | -4 | -3 | -3 | -4
Cc1c(-c2ccccc2)n[nH]c1C(=O)NN | 2 | -1.4 | -0.2 | 0.1 | 3 | -2.3 | -1.0 | -1 | 0 | -4 | -4
COc1ccc2[nH]c(=O)c(CN(CCCN(C)C)C(=O)Nc3ccccc3)cc2c1 | 0 | -0.7 | 0.5 | -1.0 | 0 | 0.5 | 1.5 | -3 | -25 | -16 | -49
O=C(CCc1ccc(S(=O)(=O)N2CCOCC2)cc1)N/N=C/c1ccc(O)c(O)c1O | -2 | -0.5 | -0.1 | -1.5 | -3 | -2.8 | -0.3 | -6 | -10 | -10 | 0
O=C(COC(=O)c1ccccc1-n1cnnn1)c1ccccc1 | 3 | -0.8 | 0.0 | 2.9 | 1 | 1.4 | 0.9 | -3 | 2 | 1 | -1
O=C(CCSc1ccc(F)cc1)NNC(=O)c1ccccc1Cl | -3 | -1.3 | 0.5 | 0.7 | -5 | 1.3 | 0.1 | 2 | -6 | -3 | -3
Cc1cccn2cc(CCNS(=O)(=O)c3cccs3)nc12 | -2 | -0.6 | 0.1 | 0.3 | 1 | 3.2 | 0.6 | -1 | 2 | 3 | -3
Cc1ccc(C(=O)N2CCN(Cc3nc4sc5c(c4c(=O)[nH]3)CCCC5)CC2)cc1 | -2 | -0.9 | -0.2 | -1.3 | 2 | 4.2 | 0.3 | 0 | -13 | -1 | -5
COc1cc(C(=O)NCC(=O)Nc2c(C)cccc2C)ccc1OCc1ccccc1 | 0 | -0.2 | 0.4 | 1.2 | 0 | 0.0 | 2.4 | -2 | -6 | -2 | 0
COc1cccc(C(=O)Nc2cccc(-c3nnc(-c4ccco4)o3)c2)c1 | 0 | -2.3 | -2.7 | -4.1 | 4 | -4.1 | -1.9 | 0 | -1 | 3 | -3

Complete entries, looked up by structure. Order of values: SMARCA2 activ, ssDAF12 agonist, DAX1 inh-1, hcDAF-12 act, MBD2 inh, hgDAF-12 ag, DAX1 inh-2, NR1D1 modulator, PLC-beta3 inh, PLCg1 inh, ADAM17 inh
`COc1ccccc1C(=O)N1CCN(C(=O)c2oc3ccc(C)cc3c2C)CC1` reads -3, 0.1, -0.4, 0.8, -3, -1.8, -0.1, 5, 0, 6, -4
`CCOC(=O)N1CCN(C(=O)c2ccc(CS(=O)Cc3ccccc3Cl)o2)CC1` (stereo not given) reads -1, -1.1, -0.2, -1.4, 4, -0.3, 0.9, 10, -6, 9.9*, 4
`O=C(CCSc1ccc(F)cc1)NNC(=O)c1ccccc1Cl` reads -3, -1.3, 0.5, 0.7, -5, 1.3, 0.1, 2, -6, -3, -3
`O=C(NCc1ccccc1Cl)c1ccc(CSc2nc3ccncc3[nH]2)cc1` reads -2, -1.4, -1.0, -2.8, 2, -1.8, -1.1, 0, -3, 5, 1
`CCCCn1c(SCC(=O)Nc2ccc3c(c2)CCC3)nc2ccccc2c1=O` reads 0, -1.0, -0.1, -0.3, -4, 1.6, -1.5, 13, 2, 0, 1

(cont.)
SMILES | SMARCA2 activ | ssDAF12 agonist | DAX1 inh-1 | hcDAF-12 act | MBD2 inh | hgDAF-12 ag | DAX1 inh-2 | NR1D1 modulator | PLC-beta3 inh | PLCg1 inh | ADAM17 inh
CCCC/C=C1/[C@H](c2ccc(Cl)cc2)N(Cc2ccc3c(c2)OCO3)C2=N[C@H](c3ccccc3)CC(=O)N21 | -2 | -1.7 | 0.0 | -1.1 | 5 | -1.9 | · | -2 | -3 | -4 | 1
Cc1cc2c(c(=O)n1Cc1ccccn1)C(c1ccc3c(c1)OCO3)C(C#N)=C(N)O2 (stereo not given) | 5 | -1.3 | -0.5 | 0.4 | 0 | 0.8 | 3.8 | 5 | 1 | -2 | -3
O=C(NC1CCCC1)C(c1ccsc1)N(Cc1ccccc1)C(=O)Cc1cccs1 (stereo not given) | -2 | -1.8 | -0.8 | -2.6 | -5 | -4.2 | 0.1 | 2 | -1 | -1 | -1
COc1ccc2ccccc2c1C=Nn1c(-c2cc(-c3ccccc3)n[nH]2)n[nH]c1=S | -2 | -0.3 | 0.0 | -0.7 | -1 | 0.3 | · | 1 | -3 | -2 | -1
Nc1cc(=O)[nH]c(SCC(=O)Nc2ccccc2Sc2ccc(Cl)cc2)n1 | -2 | -2.5 | -1.5 | -2.5 | -1 | -3.7 | 0.1 | 1 | -3 | -4 | 1
COc1ccc([C@@H]2C(C#N)=C(N)S[C@@H](c3ccccc3)[C@@H]2[N+](=O)[O-])cc1 | -2 | -0.7 | -0.6 | -1.9 | 0 | 0.6 | 0.8 | 0 | 2 | 1 | 4
COc1cccc(-c2nnc(SCc3cccnc3)o2)c1 | 10* | -1.1 | 1.3 | 1.6 | -1 | 6.0 | 2.1 | -3 | 4 | 2 | 0
CCCCCn1cnc2sc(-c3ccccc3)cc2c1=O | 3 | -0.8 | 1.1 | 0.4 | 1 | 3.7 | -0.4 | -3 | -2 | -1 | -4
COc1cccc(C(=O)NC2CC3CCCC(C2)N3CC(=O)Nc2ccc(N(C)C)cc2)c1 (stereo not given) | -2 | -1.0 | -1.9 | -3.0 | -10 | -4.5 | -0.8 | 0 | 5 | 11* | 5
CC(C)N(CC#CCC(O)(c1ccccc1)c1ccccc1)CCO | -2 | -1.2 | -0.4 | -0.2 | -2 | 0.4 | · | -6 | -2 | 7 | 1
CCCn1c(C)c(CC(=O)Nc2ccc(N(C)c3ccccn3)cc2)c2ccccc21 | -1 | -0.7 | -0.5 | 1.1 | 6 | -0.3 | · | 0 | -21 | -16 | -4
CCC(C)NC(=O)Nc1ccccc1F (stereo not given) | -2 | -1.2 | -0.3 | -1.7 | 3 | -2.3 | -0.1 | 11 | 4 | 3 | 1
CN(c1ccc(C(=O)NCc2ccco2)cc1)S(C)(=O)=O | -1 | -0.8 | -0.4 | 0.4 | 3 | -1.2 | 0.0 | -1 | -1 | 2 | -4
Cc1ccc(S(=O)(=O)NC(=O)C2(C)CCN2C(=O)c2ccccc2)cc1 (stereo not given) | -4 | 0.4 | -0.4 | 1.0 | -4 | -3.0 | · | -4 | -1 | -1 | -2
O=C(CN(Cc1ccc(Br)cc1)S(=O)(=O)c1ccccc1)NCc1ccncc1 | -1 | -1.1 | -1.6 | -2.1 | -7 | -0.8 | 0.2 | -4 | -2 | 4 | 3
Cc1cc2nc(NCCCO)n(CC(=O)c3cc(C(C)(C)C)c(O)c(C(C)(C)C)c3)c2cc1C | 0 | -0.9 | 0.3 | 0.7 | 2 | 2.6 | 0.5 | -1 | 0 | 2 | -3
COc1ccc(-n2c(=S)[nH]c3cc(C(=O)Nc4ccccc4OC)ccc3c2=O)cc1 | -3 | -0.9 | 0.0 | -0.6 | -2 | -1.6 | · | 15 | 3 | 1 | 0
O=C(NCc1ccccc1)C1CCN(c2nc(-c3ccc(Br)cc3)cs2)CC1 | · | -2.1 | · | -3.0 | -3 | 3.5 | · | -6 | -18 | -9 | 0
CC(Sc1nnc(Cc2cccs2)n1C1CCCCC1)C(N)=O (stereo not given) | 1 | -1.1 | -0.7 | 0.2 | -1 | -0.9 | -0.6 | 5 | 5 | 2 | -1
CCOc1cc(S(=O)(=O)NCc2ccccc2)ccc1F | 2 | -1.3 | 0.6 | -1.6 | 0 | -1.1 | -0.6 | -3 | 3 | 3 | 2
CC1(C)CC(=O)N(c2ccccc2)C1(C)O (stereo not given) | -4 | -1.6 | 0.1 | -0.8 | 4 | -0.3 | 0.0 | 5 | 0 | 0 | -3
C=CCn1c(SCC(=O)C(C)(C)C)nnc1-c1cccs1 | 1 | -1.8 | 0.0 | 0.2 | 5 | 1.1 | -0.1 | 3 | 3 | 6 | -2
COC(=O)[C@@H]1C[C@@H]2CC[C@@H](O)C[C@@H]2N1Cc1ccc(OC)cc1 | 0 | -0.8 | -0.3 | -2.0 | 4 | 0.7 | -0.4 | -1 | -7 | -7 | -4
COc1ccc(CCNC(=O)COC(=O)c2cnccn2)cc1 | -3 | -0.9 | -1.0 | -0.1 | 3 | 5.1 | -0.2 | -3 | 0 | 1 | -3
COc1ccc(C2OC(=O)C(C)(C)C(=O)C2(C)C)cc1OC (stereo not given) | -4 | -1.2 | -0.2 | -1.0 | 1 | -1.2 | 0.6 | 2 | -7 | 0 | -2
